RAD52 inh – RAD52 DNA annealing inhibitors, primary screen, biochemical, FRET, single point, set 2. recombinant RAD52 DNA annealing, FRET fluorescence. inhibition, % at 18.7 µM. AID 651710, 2012. hit rate 0.46% among 360,000;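 active = every replicate showing at least 50% inhibition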
Xi reactivation – activators of inactive X chromosome reactivation, primary screen, imaging, XiGFP fibroblasts, GFP high-content imaging, set 2; XiGFP mouse fibroblasts, % GFP-positive cells imaging, 3 d; cells co-treated with 5-aza-dC sensitizer; scaled so ellipticine positive control = 100%; activation, % at 7.58 µM; hit rate 0.055% among 360,000; AID 743238, 2013;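 active = mean normalized replicate activation at least 10% and every replicate at or above 10%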;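 note: 0% = median of on-plate neutral control wells and 100% = ellipticine 6 µM median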
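assay system = SV40-immortalized XiGFP fibroblast cells, line 68-5-11 | buffer or medium = DMEM plus 5-aza-dC sensitizer | doses = single-point pinned compound dosing | times = 3-day compound exposure, then 15 min fixation at room temperature | benchmarks = positive control ellipticine, 6 µM final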
E-selectin induc – E-selectin induction in HUVECs, primary screen, imaging, HUVEC, immunofluorescence imaging, single point. P16581. normalized: neutral wells 0, TNF-alpha wells 100. activation, % at 7.58 µM. hit rate 0.37% among 260,000;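 active = mean E-selectin-positive cell signal at least 10% of the positive control, reached in at least 60% of replicates, without over 20% cell loss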;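 note: in these data hits start at about 27%; measured in HUVEC primary endothelial cells; signal is the percent of cells scored E-selectin positive by PE staining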
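Test system: HUVEC; input: 3,000 HUVEC/well; measured by: immunofluorescence imaging; read-out: % PE-positive cells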
RAD54 branch – inhibitors of human RAD54 branch migration, primary screen, biochemical, fluorescence, single point; RAD54 Holliday junction branch migration, FAM/BHQ fluorescence; inhibition, % at 10.4 µM; hit rate 0.14% among 360,000; AID 602329, 2012;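 active = mean normalized replicate activity at least 40 and at least half of replicates scoring 40 or more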;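 note: 0% = median of neutral control wells and 100% = median of positive control wells; inhibitors cause a drop in the FAM fluorescence signal; in these data hits start at about 50%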
Target sequence (Q92698 whole entry, looked up): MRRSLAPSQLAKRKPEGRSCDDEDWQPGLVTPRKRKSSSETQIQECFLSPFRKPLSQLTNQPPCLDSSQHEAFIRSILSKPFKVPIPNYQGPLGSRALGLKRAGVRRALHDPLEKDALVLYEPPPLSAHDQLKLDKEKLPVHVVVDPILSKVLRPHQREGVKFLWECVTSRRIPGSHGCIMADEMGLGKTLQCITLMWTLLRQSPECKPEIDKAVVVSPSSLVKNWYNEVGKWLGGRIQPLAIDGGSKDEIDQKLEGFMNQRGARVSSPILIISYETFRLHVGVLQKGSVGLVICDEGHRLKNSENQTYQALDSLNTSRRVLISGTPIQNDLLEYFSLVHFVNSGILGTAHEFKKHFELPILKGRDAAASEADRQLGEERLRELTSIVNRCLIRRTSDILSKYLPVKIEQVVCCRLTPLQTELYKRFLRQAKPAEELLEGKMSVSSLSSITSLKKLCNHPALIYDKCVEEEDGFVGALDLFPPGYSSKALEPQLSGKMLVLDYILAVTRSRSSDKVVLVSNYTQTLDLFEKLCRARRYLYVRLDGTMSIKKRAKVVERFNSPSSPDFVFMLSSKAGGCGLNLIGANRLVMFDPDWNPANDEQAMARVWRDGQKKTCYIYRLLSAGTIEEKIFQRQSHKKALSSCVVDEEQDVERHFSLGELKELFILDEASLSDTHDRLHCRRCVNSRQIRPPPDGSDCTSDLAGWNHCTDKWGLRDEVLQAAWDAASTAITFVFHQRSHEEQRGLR
ERAP1 inh – human ERAP1 aminopeptidase inhibitors, primary screen, biochemical, single point, plate reader; Endoplasmic reticulum aminopeptidase 1 (Homo sapiens), Q9NZ08; recombinant ERAP1, Leu-AMC fluorescence, 60 min; inhibition, % at 10.7 µM; hit rate 0.15% among 340,000; AID 652197, 2013;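 active = mean replicate inhibition of at least 30%, or all replicates individually reaching that 30% level; inactive = mean below 30% and not every replicate reaching it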;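 note: 0% = neutral control wells and 100% = L-leucinethiol positive control wells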
S100A4 MyoIIA – inhibitors of S100A4-myosin IIA peptide binding, primary screen, biochemical, fluorescence polarization, TAMRA-MyoIIA peptide | hit rate 0.14% among 360,000 | inhibition, % at 10.7 µM | Protein S100-A4 (Homo sapiens), P26447;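 active = mean inhibition of at least 70% across replicates, with every replicate also reaching that level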
Target sequence (P26447 whole entry, looked up): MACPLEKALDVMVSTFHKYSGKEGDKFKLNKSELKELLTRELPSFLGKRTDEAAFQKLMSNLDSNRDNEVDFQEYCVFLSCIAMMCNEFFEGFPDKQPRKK
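Test system: S100A4 monomer protein; Medium: HEPES pH 7.2 with CaCl2, KCl, NaCl, DTT, Triton; Probe or stimulus: TAMRA-labelled myosin IIA heavy-chain peptide probe, 5 nM; Doses: one dose per compound; Times: polarization read 5 min after assay mix addition, stable 5–60 min; Benchmarks: neutral control DMSO, positive control TFP.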
ERp5 block – inhibitors of ERp5-driven insulin aggregation, primary screen, biochemical, turbidity, absorbance 650 nm, single point; Protein disulfide-isomerase A6 (Homo sapiens), Q15084; 90 min; inhibition, % at 9.99 µM; hit rate 0.05% among 350,000; AID 651711, 2012;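 active = mean replicate inhibition above about 25%, with every replicate also reaching it, limit read from the data, passing the limit was not always enough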
esBAF inh – Bmi1 luciferase reporter increase in mESCs, primary screen, esBAF inhibitor project, mouse ES cells, Bmi1 luciferase knock-in, single point; 24 h; 100% = twice the neutral-well signal; reporter increase, % at 12.5 µM; hit rate 2% among 350,000; in the data active = activation above about 40%;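 note: 0% = median of the plate's neutral control wells and 100% = double that signal; a rise in the Bmi1 reporter signal indicates esBAF inhibition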
An asterisk follows results filed as active; & = joins results of further samples.

For CC(C)(C)C(=O)N1CCC(O)(CS(=O)(=O)c2ccc(Cl)c(Cl)c2)CC1 the results were RAD52 inh -8.2, Xi reactivation 0.1, E-selectin induc -3.7, RAD54 branch 2.2, ERAP1 inh -3.4, S100A4 MyoIIA 3.6, ERp5 block -9.7 and esBAF inh -12.8.
Screening CCc1ccc(CN(C)Cc2nc(Cc3cccc(C(F)(F)F)c3)no2)nc1 returned RAD52 inh -8.0, Xi reactivation 0.1, E-selectin induc -1.3, ERAP1 inh -2.1, S100A4 MyoIIA -6.2 and ERp5 block -0.4.
For COc1cc(OC)cc(-c2nc(SCC(=O)Nc3ccccc3F)n[nH]2)c1 the results were RAD52 inh -11.5, Xi reactivation 0.3, RAD54 branch -11.8, ERAP1 inh 1.5, S100A4 MyoIIA -6.3, ERp5 block -4.8 and esBAF inh -1.4.
`O=C(O)c1cccc(S(=O)(=O)Nc2ccccc2-c2ccccc2)c1` gave RAD52 inh -13.3, Xi reactivation 0.1, E-selectin induc 13.7, ERAP1 inh -1.7, S100A4 MyoIIA 1.7 and ERp5 block -41.6.
Cc1ccc(S(=O)(=O)Nc2nc(C)c(C(=O)Nc3ccccc3)s2)cc1 was read as RAD52 inh -17.5, Xi reactivation 0.0, RAD54 branch -4.8, ERAP1 inh 0.0, S100A4 MyoIIA -3.0, ERp5 block 2.1 and esBAF inh 0.4.
CCCCCC1CC(COc2ccccc2)OC1=O (centres undefined) was read as RAD52 inh -9.0, Xi reactivation 0.1, E-selectin induc -0.4, RAD54 branch -5.8, ERAP1 inh -3.5, S100A4 MyoIIA -2.9, ERp5 block -1.6 and esBAF inh 6.8.
`COc1cc2c(cc1OC)C(c1ccccc1)N(C(=O)CSCC(=O)O)CC2` (centres undefined) gave RAD52 inh -17.7, Xi reactivation 0.4, E-selectin induc 3.4, ERAP1 inh 3.2, S100A4 MyoIIA -4.6, ERp5 block 1.5 and esBAF inh -1.8.
For O=S(=O)(c1ccc2oc(=S)[nH]c2c1)N1CCCCC1 the results were RAD52 inh -8.4, Xi reactivation 0.8, E-selectin induc -0.2, S100A4 MyoIIA -0.2, ERp5 block -3.0 and esBAF inh -5.8.
CCOC(=O)C1CCN(C(=O)CCC(=O)NNc2nc3ccccc3c3nc(C)nn23)CC1 was read as RAD52 inh -0.9, Xi reactivation 0.1, E-selectin induc 8.2, RAD54 branch 16.2, ERAP1 inh -0.1, S100A4 MyoIIA -3.2, ERp5 block 3.2 and esBAF inh 1.6.
`O=C(NNC(=O)c1ccc2ncccc2c1)c1ccc(Cl)cc1` gave RAD52 inh -10.9, Xi reactivation 0.0, ERAP1 inh 0.1, S100A4 MyoIIA -0.3 and ERp5 block 9.4.
Screening CC(C)C[C@H](NC(=O)c1nc[nH]c1C(=O)N1CCNCC1)C(=O)OCc1ccccc1 returned RAD52 inh -8.5, Xi reactivation 0.1, E-selectin induc 0.3, RAD54 branch 8.0, ERAP1 inh -1.7, S100A4 MyoIIA -1.5, ERp5 block 6.2 and esBAF inh 10.0.
For CCCC(=O)Nc1ccc2c(c1)C(=O)N(C)[C@@H]1CC[C@@H](CC(=O)Nc3ccccc3)O[C@@H]1CO2 the results were RAD52 inh -9.4, Xi reactivation 0.0, E-selectin induc 0.0, RAD54 branch -3.2, ERAP1 inh -1.1, S100A4 MyoIIA -8.9, ERp5 block 8.0 and esBAF inh -0.4.
For COc1ccc(-c2cc(C(=O)Nc3cc(C)ccc3O)no2)cc1 the results were RAD52 inh -4.4, Xi reactivation 0.0, E-selectin induc 0.3, RAD54 branch -0.4, ERAP1 inh -2.7, S100A4 MyoIIA -3.7, ERp5 block -0.3 and esBAF inh 22.2.
Screening O=C(Nc1cccc(Cl)c1)Nc1sccc1-c1nc2ccccc2s1 returned RAD52 inh -29.5, Xi reactivation -0.1, RAD54 branch -2.9, ERAP1 inh -3.5 and S100A4 MyoIIA -4.3.
`O=C(C[C@@H]1CC[C@H]2[C@@H](COC[C@H](O)CN2CCC(F)(F)F)O1)NCc1ccc2c(c1)OCO2` gave RAD52 inh 4.1, Xi reactivation 0.1, E-selectin induc -0.1, RAD54 branch 3.2, ERAP1 inh -3.6, S100A4 MyoIIA -1.7, ERp5 block 0.5 and esBAF inh 0.5.
For O=C(NC[C@H]1CC[C@@H]2[C@@H](CN2C(=O)C2CCOCC2)O1)c1cccnc1 the results were RAD52 inh 1.9, ERAP1 inh -2.8, S100A4 MyoIIA 6.3 and ERp5 block -3.9.
For CCCC(=O)Nc1ccc2c(c1)C(=O)N(C)[C@@H]1CC[C@@H](CC(=O)N3CCc4ccccc4C3)O[C@H]1CO2 the results were Xi reactivation 0.3, E-selectin induc 0.0, RAD54 branch 5.1 and esBAF inh -5.5.
`C[C@@H]1CN([C@@H](C)CO)C(=O)c2cccc(NS(C)(=O)=O)c2O[C@H]1CN(C)C(=O)Nc1ccc(C(F)(F)F)cc1` gave RAD52 inh -7.2, Xi reactivation -0.5, RAD54 branch 4.3, ERAP1 inh -0.3, S100A4 MyoIIA -4.6, ERp5 block 1.4 and esBAF inh -1.2.
`CN(C)C(=O)C[C@H]1C[C@@H]2c3cc(NC(=O)CC4CC4)ccc3O[C@@H]2[C@@H](CO)O1` gave RAD52 inh -2.3, Xi reactivation -0.1, E-selectin induc 0.2, RAD54 branch 18.8, ERAP1 inh -2.3, S100A4 MyoIIA 9.1, ERp5 block -2.7 and esBAF inh -5.0.
Screening Cc1nn(C)c(C)c1NC(=O)/C(C#N)=C\N(C)C returned RAD52 inh -14.4, Xi reactivation 0.2, E-selectin induc -0.1, RAD54 branch 1.5, S100A4 MyoIIA 1.2 and ERp5 block 5.1.
Screening Cc1csc(SCC(=O)N(C)c2c(N)n(Cc3ccccc3)c(=O)[nH]c2=O)n1 returned RAD52 inh -2.8, Xi reactivation -0.2, ERAP1 inh 1.6, S100A4 MyoIIA 1.9 and ERp5 block -0.9.
O=C(NCc1ccc(F)cc1)c1noc2c1CCCCC2 was read as RAD52 inh -9.6, RAD54 branch -10.4, ERAP1 inh -2.7, S100A4 MyoIIA -0.2, ERp5 block 3.0 and esBAF inh 22.6.
For Cc1ccc(C(=O)O/N=C(\c2ccccc2)c2ccncc2)cc1 the results were RAD52 inh -10.4, Xi reactivation 0.0, ERAP1 inh 2.9, S100A4 MyoIIA -0.5 and ERp5 block 5.8.
For COC(=O)c1scc(C)c1NC(=O)CSc1ccc(Cl)cc1 the results were RAD52 inh -18.9, Xi reactivation 0.2, E-selectin induc -0.1, S100A4 MyoIIA -2.2 and ERp5 block -2.0.
Cn1cnc(S(=O)(=O)N[C@H]2C=C[C@H](CC(=O)N3CCN(c4ccccc4)CC3)O[C@H]2CO)c1 was read as RAD52 inh -0.3, Xi reactivation -0.1, E-selectin induc -0.3, RAD54 branch 11.3, ERAP1 inh 1.8, S100A4 MyoIIA -3.3, ERp5 block -0.2 and esBAF inh 4.5.
For C=CCN(c1ccc(C(=O)Nc2ccc3c(c2)OCO3)cc1)S(C)(=O)=O the results were RAD52 inh -6.3, Xi reactivation 0.0, ERAP1 inh -0.7, S100A4 MyoIIA -2.9, ERp5 block 1.3 and esBAF inh 2.0.
`O=C(C[C@H]1CC[C@H]2[C@@H](COC[C@@H](O)CN2Cc2ccccc2)O1)N1CCOCC1` gave RAD52 inh 2.2, Xi reactivation 0.4, E-selectin induc 0.0, RAD54 branch -3.3, ERAP1 inh -2.3, S100A4 MyoIIA 3.1, ERp5 block -0.3 and esBAF inh 2.5.
Screening C[C@H]1CN([C@@H](C)CO)C(=O)Cc2cc(NS(C)(=O)=O)ccc2O[C@H]1CN(C)S(=O)(=O)c1ccc(Cl)cc1 returned RAD52 inh -0.5, Xi reactivation -0.2, E-selectin induc -5.5, RAD54 branch 8.6, ERAP1 inh 1.9, S100A4 MyoIIA 0.2, ERp5 block -2.2 and esBAF inh 0.2.
For CCOc1ccc(CCNC(=O)COC(=O)C2CCN(S(=O)(=O)c3ccc(C)c(C)c3)CC2)cc1OCC the results were RAD52 inh -1.7, Xi reactivation 0.1, E-selectin induc 0.3, RAD54 branch 6.0, ERAP1 inh 0.9, S100A4 MyoIIA 7.2, ERp5 block 2.0 and esBAF inh -7.5.
For COCCN(C(=O)CNC(=O)c1ccco1)C(C(=O)NC1CCCC1)c1cccc(OC)c1 (centres undefined) the results were RAD52 inh -6.5, Xi reactivation 0.3, E-selectin induc -0.1, RAD54 branch 2.1, ERAP1 inh -3.2, S100A4 MyoIIA 1.4, ERp5 block -7.1 and esBAF inh -3.2.
Screening Cc1ccc(CN(C)C(=O)COC(=O)CSc2ccc([N+](=O)[O-])cc2)cc1 returned RAD52 inh -9.0, Xi reactivation 0.6, E-selectin induc -0.1, ERAP1 inh 3.8, S100A4 MyoIIA -0.8 and ERp5 block -0.9.
`C=CCN(c1cccc(C(F)(F)F)c1)S(=O)(=O)c1cccc(C(=O)OCC(=O)NC)c1` gave RAD52 inh -1.3, Xi reactivation 0.0, E-selectin induc -0.2, ERAP1 inh -1.0, S100A4 MyoIIA -0.9 and ERp5 block 0.1.
CC(=O)[C@@H]1[C@@H]2C(=O)N(c3ccccc3F)C(=O)[C@@H]2[C@H]2c3ccccc3C=NN12 was read as RAD52 inh -16.7, Xi reactivation 0.2, RAD54 branch 5.0, ERAP1 inh -3.1, S100A4 MyoIIA 6.0 and ERp5 block 3.1.
Screening C=CCn1c(SCC(=O)NCC2CCCO2)nc2c([nH]c3ccccc32)c1=O (centres undefined) returned RAD52 inh -1.2, Xi reactivation 0.0, E-selectin induc 0.3, RAD54 branch -6.1, ERAP1 inh 1.3, S100A4 MyoIIA -1.4 and ERp5 block 2.3.
`CNC[C@H]1Oc2c(NC(=O)c3ccc(-c4nccs4)cc3)cccc2C(=O)N([C@@H](C)CO)C[C@@H]1C` gave RAD52 inh -16.4, Xi reactivation -0.2&0.0, E-selectin induc 0.2&-0.1, RAD54 branch -1.9, S100A4 MyoIIA 15.1, ERp5 block 2.6 and esBAF inh -2.3&-1.0.
`CC(Oc1cc2oc(=O)c3c(c2cc1Cl)CCCC3)C(=O)NCC1CCC(C(=O)O)CC1` (centres undefined) gave RAD52 inh -6.3, Xi reactivation 0.0, E-selectin induc 87.4*, RAD54 branch 2.6, ERAP1 inh -28.9, S100A4 MyoIIA 0.1, ERp5 block 8.2 and esBAF inh -3.6.

3 consecutive compounds from above:
Screening C=CCn1c(SCC(=O)NCC2CCCO2)nc2c([nH]c3ccccc32)c1=O (centres undefined) returned RAD52 inh -1.2, Xi reactivation 0.0, E-selectin induc 0.3, RAD54 branch -6.1, ERAP1 inh 1.3, S100A4 MyoIIA -1.4 and ERp5 block 2.3.
`CNC[C@H]1Oc2c(NC(=O)c3ccc(-c4nccs4)cc3)cccc2C(=O)N([C@@H](C)CO)C[C@@H]1C` gave RAD52 inh -16.4, Xi reactivation -0.2&0.0, E-selectin induc 0.2&-0.1, RAD54 branch -1.9, S100A4 MyoIIA 15.1, ERp5 block 2.6 and esBAF inh -2.3&-1.0.
`CC(Oc1cc2oc(=O)c3c(c2cc1Cl)CCCC3)C(=O)NCC1CCC(C(=O)O)CC1` (centres undefined) gave RAD52 inh -6.3, Xi reactivation 0.0, E-selectin induc 87.4*, RAD54 branch 2.6, ERAP1 inh -28.9, S100A4 MyoIIA 0.1, ERp5 block 8.2 and esBAF inh -3.6.
